SENP7 inh = SENP7 protease inhibitors, primary screen, biochemical, luminescence, uHTS; Sentrin-specific protease 7 (Homo sapiens), Q9BQF6; recombinant SENP7, Z-RLRGG-aminoluciferin luminescence, 40 min; inhibition, % at 5 µM; 330,000 compounds, 1.5% hits; AID 434973, 2010;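 active = inhibition above about 50% at the single test dose, limit read from the data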;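 also: plate controls were DMSO with enzyme for no effect and no enzyme buffer wells for full effect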
SENP8 block-1 = SENP8 protease inhibitors, primary screen, biochemical, luminescence; 330,000 compounds, 1.2% hits; purified SENP8, Z-RLRGG-aminoluciferin cleavage; inhibition, % at 10 µM; Sentrin-specific protease 8 (Homo sapiens), Q96LD8; AID 2540, 2010; in the data active = inhibition above about 50%
Target sequence (Q96LD8 whole entry, looked up): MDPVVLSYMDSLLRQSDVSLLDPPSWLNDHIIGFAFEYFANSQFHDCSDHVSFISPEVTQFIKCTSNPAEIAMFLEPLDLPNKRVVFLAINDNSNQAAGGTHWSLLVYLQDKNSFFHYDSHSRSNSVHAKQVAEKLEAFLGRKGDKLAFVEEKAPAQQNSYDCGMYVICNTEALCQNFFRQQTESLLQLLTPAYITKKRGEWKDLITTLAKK
PfG6PD inh = PfG6PD enzyme inhibitors, primary screen, biochemical, fluorescence intensity, uHTS; PfGluPho enzyme, NADPH resazurin-diaphorase fluorescence; 350,000 compounds, 0.78% hits; glucose-6-phosphate dehydrogenase-6-phosphogluconolactonase (Plasmodium falciparum 3D7); inhibition, % at 20 µM;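 active = inhibition reaching at least a set limit at 20 µM in the primary screen, cut at about 59% in these data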;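 also: 0% = DMSO wells with substrate and 100% = DMSO wells lacking glucose-6-phosphate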
Apaf1 inhib = inhibitors of human Apaf-1 apoptosome, primary screen, biochemical, DEVD-Rh110 fluorescence, uHTS; AID 489030, 2010; reconstituted apoptosome caspase-3 activity; inhibition, % at 20 µM; 330,000 compounds, 0.71% hits; active = inhibition of at least 40% at 20 µM;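 also: plate controls were DMSO wells for no effect and DEVD-CHO caspase inhibitor wells for full effect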
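Material: biochemical Apaf-1 apoptosome reconstitution. Medium: Hepes buffer, pH 7.5. Also added: cytochrome c activation, bis-DEVD rhodamine 110 substrate. Timing: 30 min compound preincubation, 50 min activation, room temperature. Measured by: rhodamine 110 fluorescence at Ex 480/Em 540 nm.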
SENP6 block = SENP6 protease inhibitors, primary screen, biochemical, luminescence, uHTS | Sentrin-specific protease 6 (Homo sapiens), Q9GZR1 | Recombinant SENP6 catalytic domain, aminoluciferin luminescence | inhibition, % at 10 µM | 330,000 compounds, 1.8% hits | AID 2599, 2010;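 active = inhibition above about 50% at the single tested dose, limit read from the data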;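 also: plate controls were DMSO wells with enzyme for no effect and DMSO wells lacking enzyme for full effect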
Target sequence (Q9GZR1 628-1112 limits assumed): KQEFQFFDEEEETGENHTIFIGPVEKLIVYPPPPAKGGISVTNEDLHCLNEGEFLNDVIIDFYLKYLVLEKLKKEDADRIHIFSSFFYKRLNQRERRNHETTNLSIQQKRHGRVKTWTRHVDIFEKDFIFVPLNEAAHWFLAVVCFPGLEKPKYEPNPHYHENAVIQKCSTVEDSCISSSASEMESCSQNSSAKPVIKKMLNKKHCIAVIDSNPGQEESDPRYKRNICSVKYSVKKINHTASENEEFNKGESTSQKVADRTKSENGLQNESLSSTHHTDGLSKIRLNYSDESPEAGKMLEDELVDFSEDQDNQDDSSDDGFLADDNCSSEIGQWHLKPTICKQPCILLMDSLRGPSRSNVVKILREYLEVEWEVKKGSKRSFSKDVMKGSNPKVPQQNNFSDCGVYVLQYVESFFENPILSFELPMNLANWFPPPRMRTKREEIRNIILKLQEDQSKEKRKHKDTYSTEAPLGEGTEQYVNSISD
SENP1 FRET inh = human SENP1 catalytic domain inhibitors, primary screen, biochemical, FRET, uHTS | Sentrin-specific protease 1 (Homo sapiens), Q9P0U3 | 360,000 compounds, 0.21% hits | recombinant SENP1 catalytic domain, CyPet-SUMO1-YPet FRET cleavage | inhibition, % at 10 µM | AID 624204, 2012;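 active = inhibition at least 30% at 10 µM, raw YFP signal under a set limit, fluorescence ratio 0.5 to 1.5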;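 also: 0% = enzyme with DMSO and 100% = no enzyme wells; some results filed as inactive read as strong as hits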
Target sequence (Q9P0U3 419-644 limits assumed): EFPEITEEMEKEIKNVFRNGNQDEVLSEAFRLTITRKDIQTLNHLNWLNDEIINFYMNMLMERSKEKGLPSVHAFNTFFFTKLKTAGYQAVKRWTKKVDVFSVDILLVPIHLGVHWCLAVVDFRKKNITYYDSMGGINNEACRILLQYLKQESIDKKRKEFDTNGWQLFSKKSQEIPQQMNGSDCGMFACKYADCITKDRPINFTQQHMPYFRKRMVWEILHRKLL
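Controls: no-enzyme wells low, DMSO-plus-enzyme wells high control. Test system: human recombinant His6-tagged SENP1 catalytic domain enzyme. Reagent: SFCypet-SUMO1-SFYpet FRET protein substrate, 25 nM final. Doses: one dose per compound, 10 µM, 0.5% DMSO. Detection: FRET, CFP and YFP emission. Timing: 50 min reaction at room temperature.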
SENP8 block-2 = human SENP8 protease inhibitors, primary screen, biochemical, fluorescence, Nedd8 protein substrate, uHTS | recombinant SENP8 | inhibition, % at 20 µM | 360,000 compounds, 0.64% hits | Sentrin-specific protease 8 (Homo sapiens), Q96LD8 | AID 602440, 2012; in the data active = inhibition mostly above about 40%, no sharp cut-off; inactive = mostly below about 27%
HKDC1 inhibitor = HKDC1 hexokinase inhibitors, primary screen, biochemical, fluorescence, uHTS. Q2TB90. recombinant HKDC1, G6PDH/diaphorase resazurin coupled fluorescence. inhibition, % at 20 µM. 340,000 compounds, 0.16% hits. AID 493160, 2011;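 active = inhibition above about 35% when tested at 20 µM, limit read from the data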;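 also: plate controls were DMSO wells with enzyme for no effect and DMSO wells lacking enzyme for full effect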
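Material: recombinant HKDC1 hexokinase; Amount: HKDC1 at 5 µg/mL; Medium: Tris pH 8.0 buffer with MgCl2, Tween-20, BSA, BME; Schedule: 90 min reaction incubation at room temperature, dark; Technique: coupled resazurin fluorescence, excitation 525 nm, emission 613 nm.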
Starred values were filed as active, the others as inactive. An unsorted share of the library; any-hit rate near 3.6%.

CCCC1=NN(C(=O)Cc2ccc(OC)c(OC)c2)C(O)(C(F)(F)F)C1 (configuration not stated) was read as SENP7 inh 6, SENP8 block-1 3, PfG6PD inh 2, Apaf1 inhib -4, SENP6 block -14, SENP1 FRET inh -1, SENP8 block-2 14 and HKDC1 inhibitor -6.
Screening COc1ccc(C)cc1NC(=O)CNC(C)C(=O)Nc1cc(Cl)ccc1Cl (configuration not stated) returned SENP7 inh 3, SENP8 block-1 -6, PfG6PD inh 16, Apaf1 inhib 10, SENP6 block -12, SENP1 FRET inh 0, SENP8 block-2 10 and HKDC1 inhibitor 2.
`COc1ccc(CCN(C(=O)c2ccco2)C(C(=O)NC2CCCC2)c2ccncc2)cc1OC` (configuration not stated) gave SENP7 inh -11, SENP8 block-1 -8, PfG6PD inh 22, Apaf1 inhib -2, SENP6 block -6, SENP1 FRET inh -2, SENP8 block-2 3 and HKDC1 inhibitor -9.
O=C(COc1ccc(Cl)cc1Cl)Nc1ccc2nc3n(c(=O)c2c1)CCCC3 was read as SENP7 inh 6, SENP8 block-1 1, PfG6PD inh -11, Apaf1 inhib 14, SENP6 block -10, SENP1 FRET inh 2, SENP8 block-2 -15 and HKDC1 inhibitor -4.
Screening COc1cc(NC(=O)c2cc3c(Cl)nc4ccccc4c3s2)cc(OC)c1OC returned SENP7 inh -9, SENP8 block-1 -12, PfG6PD inh -4, Apaf1 inhib 2, SENP6 block -10, SENP1 FRET inh 0, SENP8 block-2 1 and HKDC1 inhibitor 12.
Oc1ccc2ccccc2c1-c1sc(Nc2ccccc2)n[n+]1-c1ccc(F)cc1 was read as SENP7 inh 14, SENP8 block-1 -6, PfG6PD inh 6, Apaf1 inhib 28, SENP6 block -2, SENP1 FRET inh 19, SENP8 block-2 21 and HKDC1 inhibitor 11.
Cc1cc(-c2onc(C)c2C(=O)Oc2ccc(Cl)cc2)no1 was read as SENP7 inh -1, SENP8 block-1 -5, PfG6PD inh -2, Apaf1 inhib -13, SENP6 block -1, SENP1 FRET inh 2, SENP8 block-2 9 and HKDC1 inhibitor -4.
For CC(C)(C)OC(=O)C[C@H]1C/C=C\C[C@H](CC(=O)N[C@H](CO)Cc2ccccc2)C(=O)N[C@@H](Cc2ccccc2)COC1=O the results were SENP7 inh 3, SENP8 block-1 0, PfG6PD inh 2, Apaf1 inhib 2, SENP6 block -5, SENP1 FRET inh -2, SENP8 block-2 13 and HKDC1 inhibitor 0.
Screening O=C(CCNc1ccc(Br)cc1)c1cccc([N+](=O)[O-])c1 returned SENP7 inh 5, SENP8 block-1 -5, PfG6PD inh -4, Apaf1 inhib -6, SENP6 block 6, SENP1 FRET inh 0, SENP8 block-2 36 and HKDC1 inhibitor 1.
`O=C1CN2CCC1C/C2=C\c1ccnc2c(Cl)cccc12` (configuration not stated) gave SENP7 inh -2, SENP8 block-1 6, PfG6PD inh -11, Apaf1 inhib 8, SENP6 block 13, SENP1 FRET inh 3, SENP8 block-2 -22 and HKDC1 inhibitor 0.
Screening N#CC(=C1CCCC1)c1nc(-c2cc3ccccc3oc2=O)cs1 returned SENP7 inh 16, SENP8 block-1 -16, PfG6PD inh 8, Apaf1 inhib -5, SENP6 block -13, SENP1 FRET inh 2, SENP8 block-2 -297 and HKDC1 inhibitor -12.
Screening COc1ccc(/C=C/C(=O)OCC(=O)NCCNC(=O)COC(=O)/C=C/c2ccc(OC)cc2)cc1 returned SENP7 inh 0, SENP8 block-1 1, PfG6PD inh -6, Apaf1 inhib 2, SENP6 block -11, SENP1 FRET inh -2, SENP8 block-2 2 and HKDC1 inhibitor -5.
For CC(C)c1nc(C(=O)N2CCCC(N3CCN(c4cccc(Cl)c4)CC3)C2)cs1 (configuration not stated) the results were SENP7 inh 3, SENP8 block-1 -7, PfG6PD inh -6, Apaf1 inhib 4, SENP6 block -20, SENP1 FRET inh 0, SENP8 block-2 -2 and HKDC1 inhibitor 2.
For COc1cccc(CN2CCc3[nH]c(=S)[nH]c(=O)c3C2)c1 the results were SENP7 inh 2, SENP8 block-1 2, PfG6PD inh 1, Apaf1 inhib -3, SENP6 block -17, SENP1 FRET inh -10, SENP8 block-2 13 and HKDC1 inhibitor -4.
For Cc1n[nH]c(=S)c2nn(-c3ccccc3F)c(C)c12 the results were PfG6PD inh 8, SENP1 FRET inh -4, SENP8 block-2 38 and HKDC1 inhibitor -9.
For O=C1/C(=C\c2ccc3c(c2)OCO3)CCC/C1=C/c1ccc2c(c1)OCO2 the results were SENP7 inh -1, SENP8 block-1 -5, PfG6PD inh -26, Apaf1 inhib 15, SENP6 block -8, SENP1 FRET inh -26, SENP8 block-2 -23 and HKDC1 inhibitor 7.
For CC(C)c1nc2oc3c(NCCO)ncnc3c2c2c1COC(C)(C)C2 the results were SENP7 inh 4, SENP8 block-1 5, PfG6PD inh 56, Apaf1 inhib -12, SENP6 block -11, SENP1 FRET inh 0, SENP8 block-2 -491 and HKDC1 inhibitor 46*.
For CS(=O)(=O)N1CCN(C(=S)NCc2ccc(Cl)cc2)CC1 the results were SENP7 inh 4, SENP8 block-1 1, PfG6PD inh 1, Apaf1 inhib -1, SENP6 block -16, SENP1 FRET inh 4, SENP8 block-2 8 and HKDC1 inhibitor -7.
`O=C(Cc1c(Cl)cccc1Cl)OCc1ccccn1` gave SENP7 inh 4, SENP8 block-1 8, PfG6PD inh 9, Apaf1 inhib 7, SENP6 block 24, SENP1 FRET inh 0, SENP8 block-2 3 and HKDC1 inhibitor -5.
`Cc1cccc(-c2c3c(=O)n(C)c(=O)n(C)c3cn2C(C)(C)C)c1` gave SENP7 inh -12, SENP8 block-1 1, PfG6PD inh -23, Apaf1 inhib -3, SENP6 block 12, SENP1 FRET inh 0, SENP8 block-2 10 and HKDC1 inhibitor 12.
`Cc1onc(-c2c(Cl)cccc2Cl)c1C(=O)N=C(N)N1CCOCC1` gave SENP7 inh 3, SENP8 block-1 0, PfG6PD inh 13, Apaf1 inhib -20, SENP6 block -6, SENP1 FRET inh -2, SENP8 block-2 7 and HKDC1 inhibitor -4.
`Cc1c(Cc2ccccc2)c(=O)oc2cc(OCc3nn[nH]n3)ccc12` gave SENP7 inh 3, SENP8 block-1 2, PfG6PD inh -29, Apaf1 inhib 8, SENP6 block 5, SENP1 FRET inh 0, SENP8 block-2 -454 and HKDC1 inhibitor 2.
CCNS(=O)(=O)c1ccc(NC(=O)c2cncc(Br)c2)cc1 was read as SENP7 inh 4, SENP8 block-1 -4, PfG6PD inh 3, Apaf1 inhib -3, SENP6 block 3, SENP1 FRET inh 1, SENP8 block-2 3 and HKDC1 inhibitor 6.
Screening CCOC(=O)N1CCC(N2Cc3cccc(C(=O)N4CC(C)CC(C)C4)c3C2=O)CC1 (configuration not stated) returned SENP7 inh 3, SENP8 block-1 0, PfG6PD inh 6, Apaf1 inhib 7, SENP6 block -4, SENP1 FRET inh 3, SENP8 block-2 3 and HKDC1 inhibitor -6.
For O=C(C[n+]1ccc(-c2nnc3n2CCC3)cc1)c1ccc(Cl)cc1 the results were SENP7 inh 4, SENP8 block-1 0, PfG6PD inh -6, Apaf1 inhib 10, SENP6 block -15, SENP1 FRET inh 0, SENP8 block-2 -16 and HKDC1 inhibitor -11.
`CN(c1ccc(C(=O)Nc2ccc3c(c2)OCO3)cc1)S(C)(=O)=O` gave SENP7 inh 79*, SENP8 block-1 55*, PfG6PD inh 21, Apaf1 inhib 3, SENP6 block 82*, SENP1 FRET inh 3, SENP8 block-2 29 and HKDC1 inhibitor -2.
`Cc1ccc(C2CC2c2n[nH]c(=S)n2-c2cccc(Cl)c2)cc1` (configuration not stated) gave SENP7 inh -5, SENP8 block-1 -5, PfG6PD inh 4, Apaf1 inhib 16, SENP6 block -18, SENP1 FRET inh 1, SENP8 block-2 13 and HKDC1 inhibitor 4.
Screening CCOC(=O)CN(C(=O)CSc1nnc(-c2cccc(OC)c2)o1)c1ccc(F)cc1 returned SENP7 inh 2, SENP8 block-1 0, PfG6PD inh 1, Apaf1 inhib 20, SENP6 block 1, SENP1 FRET inh 1, SENP8 block-2 20 and HKDC1 inhibitor 0.
`CC1CN(C(=O)C(Sc2ccccc2)c2ccccc2)CC(C)O1` (configuration not stated) gave SENP7 inh -1, SENP8 block-1 -2, PfG6PD inh 4, Apaf1 inhib 0, SENP6 block 0, SENP1 FRET inh 0, SENP8 block-2 9 and HKDC1 inhibitor -9.
CCOc1ccc(NC(=S)N2CCC(c3ccc(C)cc3)C2)cc1 (configuration not stated) was read as SENP7 inh 0, SENP8 block-1 0, PfG6PD inh -1, Apaf1 inhib 26, SENP6 block -9, SENP1 FRET inh 0, SENP8 block-2 14 and HKDC1 inhibitor 1.
Screening CS(=O)(=O)N1CCSC1c1ccc(Br)cc1 (configuration not stated) returned SENP7 inh -4, SENP8 block-1 -3, PfG6PD inh -17, Apaf1 inhib -23, SENP6 block -23, SENP1 FRET inh 3, SENP8 block-2 18 and HKDC1 inhibitor 8.
Screening COc1cccc(-c2nnn(CCc3nn[nH]n3)n2)c1 returned SENP7 inh 7, SENP8 block-1 -4, PfG6PD inh -4, Apaf1 inhib 0, SENP6 block 2, SENP1 FRET inh 2, SENP8 block-2 8 and HKDC1 inhibitor -2.
CN(CCOc1ccccc1)C(=O)c1cc(-c2ccco2)nc2ccccc12 was read as SENP7 inh 4, SENP8 block-1 5, PfG6PD inh -1, Apaf1 inhib 12, SENP6 block -5, SENP1 FRET inh -7, SENP8 block-2 inactive and HKDC1 inhibitor -2.
Screening COC(=O)[C@@H](NC(=O)O[C@@H]1C(=O)c2ccc(OC)cc2O[C@H]1c1cccc(C(F)(F)F)c1)C(C)C returned SENP7 inh -11, SENP8 block-1 0, Apaf1 inhib 12 and SENP6 block -8.
For CCOc1ccc(NC(=NCc2ccc3c(c2)OCO3)SC2CC(=O)N(c3ccccc3)C2=O)cc1 (configuration not stated) the results were SENP7 inh -1, SENP8 block-1 -3, PfG6PD inh 0, Apaf1 inhib 8, SENP6 block -7, SENP1 FRET inh 0, SENP8 block-2 21 and HKDC1 inhibitor 0.
For CC(C)CCn1nnnc1CN1CCN(c2ccc(F)cc2)CC1 the results were SENP7 inh 3, SENP8 block-1 3, PfG6PD inh -11, Apaf1 inhib 0, SENP6 block 5, SENP1 FRET inh 0, SENP8 block-2 6 and HKDC1 inhibitor 7.

By substructure: the compounds so far containing two or more sulfur atoms
For CS(=O)(=O)N1CCN(C(=S)NCc2ccc(Cl)cc2)CC1 the results were SENP7 inh 4, SENP8 block-1 1, PfG6PD inh 1, Apaf1 inhib -1, SENP6 block -16, SENP1 FRET inh 4, SENP8 block-2 8 and HKDC1 inhibitor -7.
Screening CS(=O)(=O)N1CCSC1c1ccc(Br)cc1 (configuration not stated) returned SENP7 inh -4, SENP8 block-1 -3, PfG6PD inh -17, Apaf1 inhib -23, SENP6 block -23, SENP1 FRET inh 3, SENP8 block-2 18 and HKDC1 inhibitor 8.
